Bioassay records from PubChem.
UBC13 polyUb: human UBC13 polyubiquitination inhibition; UBC13 polyubiquitin chain formation, TR-FRET; 330,000 tested, 0.47% active; inhibition, % at 20 µM; in the data active = inhibition above about 45%, passing the limit was not always enough
APOBEC3G inh: blocks human APOBEC3G single-stranded DNA deamination | 330,000 tested, 0.28% active | Q9HC16 | inhibition, % at 20 µM | recombinant A3G, ssDNA deamination FAM/TAMRA fluorescence | AID 493012;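 active = inhibition of at least 40% at 20 µM, with no more than 30% in the related APOBEC3A deaminase screen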;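 note: plate controls were DMSO wells with A3G for no effect and wells lacking A3G enzyme for full effect; some compounds called inactive have numbers as strong as hits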
Apaf-1 inh: human Apaf-1 inhibition; 330,000 tested, 0.71% active; O14727; reconstituted apoptosome caspase-3 activity, DEVD-Rh110 fluorescence; inhibition, % at 20 µM; active = inhibition of at least 40% at 20 µM;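 note: plate controls were DMSO wells for no effect and DEVD-CHO caspase inhibitor wells for full effect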
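Material: reconstituted apoptosome with Apaf-1, cytochrome c, caspase-9, procaspase-3, dATP; medium: pH 7.5 Hepes buffer with CHAPS, BSA, DTT; also added: cytochrome c and DEVD-Rh110 substrate; timing: 30 min plus 50 min, RT; signal: Rh110 fluorescence intensity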
SENP7 inh: blocks the human protease SENP7. inhibition, % at 5 µM. recombinant SENP7, Z-RLRGG-aminoluciferin luminescence, 40 min. 330,000 tested, 1.5% active. AID 434973. Q9BQF6;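 active = inhibition above about 50% at the single test dose, limit read from the data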;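 note: plate controls were DMSO with enzyme for no effect and no enzyme buffer wells for full effect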
SENP8 block-1: blocks human SENP8 cleavage of Nedd8 substrate. 360,000 tested, 0.64% active. inhibition, % at 20 µM. AID 602440. recombinant SENP8, Nedd8 substrate fluorescence. Q96LD8; in the data active = inhibition mostly above about 40%, no sharp cut-off; inactive = mostly below about 27%
Target sequence (Q96LD8 whole entry, looked up): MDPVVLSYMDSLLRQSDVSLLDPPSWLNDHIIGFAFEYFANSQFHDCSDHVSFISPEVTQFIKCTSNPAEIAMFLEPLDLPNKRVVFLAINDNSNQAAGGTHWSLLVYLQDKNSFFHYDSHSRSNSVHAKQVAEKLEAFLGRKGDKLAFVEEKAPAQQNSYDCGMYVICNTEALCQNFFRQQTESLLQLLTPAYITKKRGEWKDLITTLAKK
SENP8 block-2: blocks the human protease SENP8; AID 2540; 330,000 tested, 1.2% active; purified SENP8, Z-RLRGG-aminoluciferin cleavage, luminescence; inhibition, % at 10 µM; in the data active = inhibition above about 50%
SENP1 inh: blocks the human SENP1 SUMO protease catalytic domain | recombinant SENP1 catalytic domain, CyPet-SUMO1-YPet FRET cleavage | inhibition, % at 10 µM | 360,000 tested, 0.21% active;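 active = inhibition at least 30% at 10 µM, raw YFP signal under a set limit, fluorescence ratio 0.5 to 1.5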;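 note: 0% = enzyme with DMSO and 100% = no enzyme wells; some results filed as inactive read as strong as hits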
Target sequence (Q9P0U3 419-644 limits assumed): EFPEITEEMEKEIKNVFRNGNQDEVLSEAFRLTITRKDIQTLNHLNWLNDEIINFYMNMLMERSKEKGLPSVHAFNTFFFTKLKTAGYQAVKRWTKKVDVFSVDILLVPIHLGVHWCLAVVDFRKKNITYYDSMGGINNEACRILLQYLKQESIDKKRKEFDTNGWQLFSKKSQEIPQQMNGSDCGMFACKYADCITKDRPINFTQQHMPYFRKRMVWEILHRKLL
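Material: hSENP1 catalytic domain, recombinant; medium: Tris pH 8 with BME, BSA, NP40 and catalase; compound: single concentration of 10 µM compound, 0.5% DMSO final; technique: FRET read of cyan and yellow fluorescence; timing: 50 min enzyme reaction, room temperature, light-protected; reagent: SFCypet-SUMO1-SFYpet substrate at 25 nM; control set: no-enzyme low, enzyme-DMSO high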
SENP6 block: SENP6 protease inhibition. inhibition, % at 10 µM. AID 2599. Q9GZR1. 330,000 tested, 1.8% active. Recombinant SENP6 catalytic domain, aminoluciferin luminescence;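 active = inhibition above about 50% at the single tested dose, limit read from the data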;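 note: plate controls were DMSO wells with enzyme for no effect and DMSO wells lacking enzyme for full effect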
Target sequence (Q9GZR1 628-1112 limits assumed): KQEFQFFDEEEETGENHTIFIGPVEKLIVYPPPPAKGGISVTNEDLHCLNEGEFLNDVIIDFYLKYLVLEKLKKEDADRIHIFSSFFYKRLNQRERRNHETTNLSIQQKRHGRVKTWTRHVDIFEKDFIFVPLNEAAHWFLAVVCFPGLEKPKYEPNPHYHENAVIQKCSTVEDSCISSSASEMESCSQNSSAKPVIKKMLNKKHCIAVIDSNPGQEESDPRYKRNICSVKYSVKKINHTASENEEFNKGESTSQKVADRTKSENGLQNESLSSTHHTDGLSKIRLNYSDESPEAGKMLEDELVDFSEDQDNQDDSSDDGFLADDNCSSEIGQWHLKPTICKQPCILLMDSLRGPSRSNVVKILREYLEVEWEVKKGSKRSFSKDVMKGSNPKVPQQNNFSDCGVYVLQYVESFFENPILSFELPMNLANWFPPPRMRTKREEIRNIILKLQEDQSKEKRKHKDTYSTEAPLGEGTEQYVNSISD
An asterisk follows results filed as active.

Values run as follows: UBC13 polyUb	APOBEC3G inh	Apaf-1 inh	SENP7 inh	SENP8 block-1	SENP8 block-2	SENP1 inh	SENP6 block
O=C(O)c1ccc(C[n+]2c(-c3ccccc3)csc2Nc2ccccc2)cc1
  0	6	1	12	16	7	0	5
Cc1ccc(OCC(=O)Nc2cccc(O)c2)cc1C
  4	-3	-5	17	6	6	1	31
CCN(CC)c1ccc(/C=N/NC(=O)c2cnccn2)c(O)c1
  -44	-7	-5	2	30	-18	6	-15
O=C(NCCOc1ccccc1)C1CCC(=O)N(CCc2ccc(Cl)cc2)C1 (stereo unspecified)
  -3	11	15	1	-1	4	2	-12
CCNc1nc(NCC)nc(SCCOC(=O)COc2ccc(Cl)cc2Cl)n1
  7	0	23	-5	15	-5	4	-15
CCCN1C(=O)S/C(=C/c2ccc(N3CCOCC3)o2)C1=O
  -486	18	7	-11	28	-14	-34	-21
COC(=O)N/N=C/c1cc([N+](=O)[O-])cc(Br)c1O
  -6	-4	3	2	18	-1	-2	-9
COc1ccccc1C(=O)Nc1cccnc1
  5	-3	5	1	-169	3	-3	-8
CCOc1ccccc1Nc1ncnc2c1cnn2-c1ccccc1
  5	-2	8	7	-37	-10	1	-9
Cc1cc(S(=O)(=O)NCCN2CCOCC2)ccc1Cl
  8	-9	-6	5	21	5	0	21
O=C(NN=C(Cc1ccccc1)Cc1ccccc1)C1CC1
  20	-4	-2	4	15	-6	1	-3
N/C(=N\OC(=O)c1cccc(Br)c1)c1ccc([N+](=O)[O-])cc1
  0	-1	4	-6	14	-11	2	10
COc1cc(/C=N/NC(=O)c2cc3ccccc3[nH]2)ccc1O
  -3	-4	11	5	-266	-6	4	4
CC(=O)N1c2ccc(S(=O)(=O)NCCC(=O)N3CCC(C)CC3)cc2CC1C (stereo unspecified)
  -3	-2	-7	13	-1	-9	2	-15
COc1ccc(NC(=O)C(=O)Nc2cccc3cccnc23)cc1OC
  7	2	-8	0	3	-7	4	-13
CCOc1ccccc1N(CC(=O)Nc1cc(OC)ccc1OC)S(=O)(=O)c1ccccc1
  -6	-2	10	2	15	-6	1	0
O=C(CC1NC(=S)NC1=O)c1ccc(Cl)cc1 (stereo unspecified)
  -5	-7	0	-5	-337	-3	-6	21
COc1ccc(Oc2cccc(Cl)c2CNC(=O)CC(C)(C)CC(=O)O)cc1
  1	-11	-5	9	-1	1	3	-7
COc1ccc(NC(=O)C2CCCN(C(=O)Nc3cccc(OC)c3)C2)cc1 (stereo unspecified)
  -13	0	0	-4	3	4	2	-25
CCOc1ccc(-n2c(SCC(=O)N3CCc4ccccc43)nnc2-c2c[nH]c3ccccc23)cc1
  -28	-55	6	-12	1	12	0	4
Cc1nc(NCCc2ccc(F)cc2)c(C#N)c(C)c1[N+](=O)[O-]
  5	-1	8	0	22	-2	2	-10
O=C(Cc1ccccc1[N+](=O)[O-])NCCCc1ccccc1
  1	-8	1	-1	14	2	1	-10
CCC(=O)Nc1ccc(-c2nc3ccccc3c(=O)o2)cc1
  16	-8	6	29	-195	-13	4	20
COc1ccc2cc(-c3csc(-c4cccnc4)n3)ccc2c1
  7	-10	-7	67*	-134	-13	-4	5
Cc1noc(C)c1COc1ccc(C(=O)Nc2nnc(CC(C)C)s2)cc1
  6	0	10	6	4	2	0	2
Cc1ccccc1C(=O)Nc1nnc(SCC(=O)NCc2ccco2)s1
  13	-6	0	19	-5	5	0	10
Cc1ccc(C(=O)OCC(=O)NCCC2=CCCCC2)s1
  -4	-8	3	-11	5	-10	-1	-9
COc1ccc(C(=O)NC(C)c2nnc(SCC(=O)NC3CCCC3)n2C)cc1 (stereo unspecified)
  4	-4	5	6	1	5	0	5
O=C(Nc1nnc(-c2ccc(Br)cc2)o1)C1=COCCO1
  -2	-9	5	1	-14	-2	0	-12
Cc1c2ccccc2nc2c(F)c(N(C)C)c(F)c(F)c12
  -5	-6	11	2	-83	6	-26	15
COc1ccc(CC(=O)OCc2nnc(-c3ccccc3)o2)cc1
  1	-7	3	3	10	-1	3	-13
O=C(N/N=C/c1cccc2ccccc12)c1cccs1
  2	-8	21	46	-41	29	2	42
O=C(C1=C[C@@H](c2ccc(C(F)(F)F)cc2)C[C@@H](OCCCCO)O1)N1CCOCC1
  -17	-8	10	8	5	-9	1	-15
COc1ccc(N2C(=O)CC(N3CCC(c4nc5ccccc5[nH]4)CC3)C2=O)cc1 (stereo unspecified)
  -8	6	8	-2	9	6	-2	15
NC(=O)c1ccccc1N/C=C/C(=O)c1ccc(F)cc1
  -13	-3	6	91*	-490	81*	-69	97*
CCOC(=O)CC(NC(=O)c1ccc(C)cc1)c1ccc(OC)cc1 (stereo unspecified)
  -14	6	5	-3	13	-9	4	-24
CCOc1ccccc1N1C(=O)CC(Sc2ncccc2C(=O)O)C1=O (stereo unspecified)
  -5	-3	3	-3	11	9	3	8
CCCN1CN(Cc2ccco2)c2nc3ccccc3n2C1
  9	1	-1	10	4	2	-2	-5
O=C(NCC(c1cccnc1)N1CCN(c2ccccc2F)CC1)OCc1ccccc1 (stereo unspecified)
  -4	3	12	-4	21	-7	0	-40
CC(O)c1cccc(NC(=O)CCCc2ccccc2)c1 (stereo unspecified)
  6	-1	-1	-1	8	-4	3	-16
COc1ccc(CNC(=O)C(=O)NCC2OCCN2C(=O)c2ccc(OC)cc2)cc1 (stereo unspecified)
  -6	-6	-13	-3	1	0	-3	-10
O=C(COc1c(Br)cc(Br)c2cccnc12)N1CCCCC1
  -9	1	3	8	-22	-7	1	18
CCOC(=O)C1=C(CN2CCc3ccccc32)NC(=O)NC1c1cccc([N+](=O)[O-])c1 (stereo unspecified)
  -5	-2	18	0	13	7	3	-1
COc1cc(/C=N/NC(=O)Cc2cccs2)c([N+](=O)[O-])cc1OC
  2	-10	3	-1	-26	2	3	5
Cc1ccc(N2CC(C(=O)OCc3ccc([N+](=O)[O-])cc3)CC2=O)cc1 (stereo unspecified)
  4	-5	-1	4	27	-2	-2	-7
O=C(O)CN1C(=O)S/C(=C\c2cccnc2)C1=O
  -3	-1	-13	13	24	-5	3	-13
CC(C)(C)NC(=O)NC(=O)COC(=O)CNC(=O)c1cc(Cl)cc([N+](=O)[O-])c1
  -2	-3	-13	-4	11	3	3	1
O=c1[nH][nH]c(C(F)(F)F)c1C=NCc1cccc(Cl)c1
  -1	1	3	3	16	-4	-1	-15
C=CCNC(=S)NNC(=O)COc1ccc(Br)cc1
  -8	-8	-8	0	16	-5	3	-1
Cc1nn(-c2ccccc2)c(C)c1/C=N/n1c(-c2ccc(Cl)cc2)n[nH]c1=S
  13	-11	-6	5	-1	3	0	-19
COc1ccc(C(=O)OCc2cc(=O)n3c(C)csc3n2)cc1F
  1	-7	-6	2	-441	4	-1	13
C#CCNC(=O)C1CCN(c2cc(C)nc(-c3ccccc3)n2)CC1
  1	-4	5	6	9	-1	0	-24
CCC(Sc1nc(-c2ccccc2)cc(=O)[nH]1)C(=O)O (stereo unspecified)
  -2	-3	-5	-7	9	-11	0	-27
Cc1ccc(-n2ncc3c(SCC(N)=O)ncnc32)cc1C
  2	-3	4	29	-116	57*	-2	44
Cc1ccc(N(CC(=O)N2CCCCCC2)S(=O)(=O)c2ccccc2)cc1
  -6	-4	7	-6	6	-13	1	-4
CCCOc1ccc(/C=N/Nc2ccccn2)cc1OC
  -13	5	-4	30	-3	4	3	-24
O=C(c1ccc(-c2cc(O)c3ncccc3c2)cc1)N1CCNCC1
  114*	-10	18	-10	16	-5	2	-2
COC(=O)c1cccc(NC(=O)c2nn(C)c(=O)c3ccccc23)c1
  -1	-8	2	0	3	-4	1	-8
O=C(O)c1ccc(S(=O)(=O)N2CCc3ccccc3C2)cc1
  -2	-2	9	7	11	-9	0	4
FC(F)(F)c1cccc(N2CCC(N=CN3CCCCCC3)=N2)c1
  -4	-1	16	3	-16	-5	-1	-14

Taken from above:
`C#CCNC(=O)C1CCN(c2cc(C)nc(-c3ccccc3)n2)CC1` | SENP8 block-1 = 9
`FC(F)(F)c1cccc(N2CCC(N=CN3CCCCCC3)=N2)c1` | UBC13 polyUb = -4

Following part:
Values run as follows: UBC13 polyUb	APOBEC3G inh	Apaf-1 inh	SENP7 inh	SENP8 block-1	SENP8 block-2	SENP1 inh	SENP6 block
CCN1CCCC1CNC(=O)c1ccc(Sc2ccc(F)cc2)c([N+](=O)[O-])c1 (stereo unspecified)
  -5	-15	6	-6	30	-2	1	-5
O=C(NC1C2CC3CC(C2)CC1C3)c1ccc(Br)o1 (stereo unspecified)
  2	-7	2	8	4	6	6	8
CCSc1nnc(-c2cccc(S(=O)(=O)N(CC)CC)c2)n1Cc1ccccc1
  1	-9	-8	2	25	-2	2	-1
COc1cc(CN2CCc3ccccc3C2)ccc1O
  11	-4	-18	-1	18	0	-1	-10
CCCc1nnc(SCC(=O)Nc2cccc(C(F)(F)F)c2)o1
  5	-8	3	0	9	3	1	0
COC(=O)c1c(-c2cccnc2)csc1NC(=O)c1cc(C)on1
  6	-6	13	3	-37	-6	-4	1
COc1ccccc1NC(=O)CSc1nc(N)c(-c2ccccc2)c(=O)[nH]1
  -2	-6	4	-9	4	-6	0	-6
OCc1cn(-c2ccc(Cl)cc2)nn1
  -6	-8	-56	-8	-7	-11	0	-26
C(=C\c1nc(-c2ccccc2)no1)/c1ccccc1
  -9	-3	9	85*	3	75*	2	84*
CCOC(=O)NNc1ccccc1
  -3	-5	-25	1	25	6	1	8
COCCN1CCN(C(=O)C2CCC(=O)N(Cc3cccc(C(F)(F)F)c3)C2)CC1 (stereo unspecified)
  2	-2	-1	-4	2	6	-1	5
COC(=O)Cc1cc(OC)c(OC)cc1Cc1cc(OC)c(OC)cc1CC(=O)OC
  2	-7	-29	-3	18	5	0	-18
CCOC(=O)c1c(NC(=O)c2ccc(S(=O)(=O)N3CCOCC3)cc2)sc2c1CCN(C)C2
  6	-7	7	-13	-17	-14	-19	5
CC(=O)N1CCN(CC(=O)Nc2ccc([N+](=O)[O-])cc2Br)CC1
  -18	-8	-11	-6	17	-5	-1	4
CCCC[C@H]1COCCS(=O)(=O)N1Cc1ccc(Br)cc1
  11	-13	21	0	11	-1	0	-4

In the list so far, these have two or more sulfur atoms.
Values run as follows: UBC13 polyUb	APOBEC3G inh	Apaf-1 inh	SENP7 inh	SENP8 block-1	SENP8 block-2	SENP1 inh	SENP6 block
Cc1ccccc1C(=O)Nc1nnc(SCC(=O)NCc2ccco2)s1
  13	-6	0	19	-5	5	0	10
CCSc1nnc(-c2cccc(S(=O)(=O)N(CC)CC)c2)n1Cc1ccccc1
  1	-9	-8	2	25	-2	2	-1
CCOC(=O)c1c(NC(=O)c2ccc(S(=O)(=O)N3CCOCC3)cc2)sc2c1CCN(C)C2
  6	-7	7	-13	-17	-14	-19	5

Remaining list, next part.
Values run as follows: UBC13 polyUb	APOBEC3G inh	Apaf-1 inh	SENP7 inh	SENP8 block-1	SENP8 block-2	SENP1 inh	SENP6 block
CC(=O)c1ccc(NC(=O)CCNS(=O)(=O)c2ccccc2F)cc1
  -2	-3	0	-7	-5	1	2	10
Nc1ccc(SC(F)(F)F)cc1
  -12	-3	-9	2	2	0	1	9
COc1cc(S(=O)(=O)N(Cc2cccs2)C2CC2)ccc1-n1cnnn1
  0	-6	1	-4	20	1	1	-24
CCn1c(SCC(=O)c2ccccc2)nc2sc3c(c2c1=O)CCN(C)C3
  3	1	1	-2	-393	10	-76	-23
CCN1c2ccccc2-c2nc3ccccc3n2C1c1ccncc1 (stereo unspecified)
  -4	-4	5	-6	-382	-13	-9	-3
C[C@@H](OC(=O)N(C)Cc1ccccc1)[C@H]1O[C@]2(C)CCCC[C@H]1O2
  20	-9	-1	-1	15	-1	1	1
